Screening data: PubChem, National Center for Advancing Translational Sciences (NCATS)
15-hLO-2 inh: 15-hLO-2 (ALOX15B) enzyme inhibition. O15296. purified 15hLO-2, xylenol orange hydroperoxide absorbance. Potency, µM (highest dose often 57.1 µM), inactives show at the top dose activity change, negative = inhibition, most hits filed as inhibitors. actives 0.56% (n = 110,000); further: potency means the concentration at half of the fitted maximal effect; nearly all actives have a fitted effect of over 60% in size; many of its hits are not listed in these tables
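Read-out: hydroperoxide product oxidises ferrous iron, measured as xylenol orange complex via the 573-to-405 nm absorbance ratio after 30 min. Reaction: 50 nM enzyme, 15 min compound preincubation, 45 uM arachidonic acid, 90 min RT, Hepes pH 7.5 with Triton X-100.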
ALOX12 inhib: inhibitors of human 12-lipoxygenase (ALOX12); P18054; purified 12-hLO, xylenol orange hydroperoxide absorbance; Potency, µM (top dose mostly 57.1 µM), for the others: at the top dose activity change, negative = inhibition, usual class: inhibitors; actives 0.12% (n = 150,000); AID 1452; further: potency means the concentration at half of the fitted maximal effect; nearly all actives have a fitted effect of over 55% in size; many of its hits are not listed in these tables
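Hydroperoxide output read as Fe(III)-xylenol orange absorbance, 573-to-405 nm ratio, after 30 min reaction with 40 uM arachidonic acid. Enzyme: 150 nM purified human 12hLO, 15 min compound preincubation; 25 mM Hepes pH 7.0, room temperature.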
IMPase cell inh: IMPase inhibition in cells | P97697 | CHO-M1 cells, IP1 accumulation, HTRF TR-FRET ratio | inhibition (IP1 accumulation), % at 46.1 µM | 120,000 tested, under 10 active | AID 901; active means well fitted curve in the direction sought with a large enough effect in the signal ratio, not every such curve was filed as active; inconclusive means small, poorly fitted or top-dose-only effect, or a change in a side signal; inactive means no such curve, though single readings can be large or run the other way; the % refers to the signal ratio;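 further: cells stimulated with carbachol in lithium chloride buffer; plate controls were DMSO basal wells for no effect and reference inhibitor wells for full effect; higher means more IMPase inhibition seen as more IP1 and lower FRET ratio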
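Elevated IP1 in lysates lowers TR-FRET signal (665/620 ratio and 620 channel reported). Cells were CHO-M1, given carbachol (50 uM as added) plus 50mM LiCl, pH 7.4, 30 min, 37C; compounds titrated up to 46 uM; AC50 by Hill equation.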
PNC inhibitor: perinucleolar compartment assembly inhibition; activity change (PNC), negative = inhibition, % at 10 µM; actives 3.1% (n = 140,000); PC3M PTB-GFP, PNC prevalence imaging, 16 h; hits give low values; AID 2417;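 active means readout at or below -70, meaning at least 70% loss of cells showing the perinucleolar compartment, a nuclear body marking cancer cells; inconclusive means readout between -30 and a set limit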;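 further: plate controls were DMSO wells for no effect and camptothecin positive control wells for full effect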
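Compounds are pinned in duplicate onto adhered PC3M cells stably expressing GFP-tagged PTB and incubated 16 h at 37 C. Cells are then fixed, nuclei stained with Hoechst, and PNC-positive cells counted.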
Numbers without * were called inactive; ? = inconclusive; · = not tested or not shown; [ ] = another dose, or the depositor's remark. Unless noted, the call rests on the fitted dose curve; in most records, active means well fitted curve in the direction sought with a large enough effect; inconclusive means small, poorly fitted or top-dose-only effect, or another doubt; inactive means no such curve, though single readings can be large; an effect the other way counts as inactive or inconclusive. Unless noted, on the % scale 0 is the no-effect control and ±100 the full control effect.

Screens in order: ALOX12 inhib | IMPase cell inh | PNC inhibitor | 15-hLO-2 inh
- Cc1c(Br)c([N+](=O)[O-])nn1CC(=O)NCc1ccccn1
  0% | 4 | 56 | ·
- CCOC(=O)c1c(NC(=O)C2c3ccccc3Oc3ccccc32)sc(C(N)=O)c1C
  -11% | 1 | ? | 2%
- COc1ccc(C=C(C(C)=O)C(C)=O)cc1OC
  -2% | 9 | -29 | ·
- Cc1cc(=O)n2nc(N3CCC(C(=O)N4CCN(Cc5ccccc5)CC4)CC3)sc2n1
  -1% | -4 | -1 | 1%[2.29 µM]
- CCOc1cc(-c2ccccc2)nc(N)n1
  1% | -6 | ? | 7%
- Cc1cc(S(=O)(=O)N(C)CCc2ccccc2)ccc1-n1cnnn1
  -12% | 11 | 36 | -2%
- O=C(COc1ccc([N+](=O)[O-])cc1)NCc1cccnc1
  1% | · | -21 | ·
- Cn1c(SCC(=O)N2CCOCC2)nnc1-c1ccc(NC(=O)c2ccccc2F)cc1
  -1% | 4 | -27 | -2%
- Cc1ccc(SCCNC(=O)/C=C/c2ccccc2Cl)cc1
  -1% | 5 | ? | 1%
- Cc1cccc(N2CCN(C(=O)c3ccc4nc[nH]c4c3)CC2)c1C
  -3% | · | -17 | ·
- CCOc1c2ccc(C(=O)NCc3ccc4c(c3)OCO4)cc2nn1CC
  8% | 3 | 49 | -3%
- CC(O)(C#CCN1CCCCC1)c1ccccc1 (stereo not drawn)
  7% | 11 | 7 | ·
- CC(=O)N/C(=C\c1ccccc1)C(=O)OCC(=O)N1CCCCCC1
  3% | 1 | ? | ·
- O=C(CN1C(=O)c2cccc3cccc1c23)NCC1CCCO1 (stereo not drawn)
  1% | 5 | -7 | 0%
- Cc1ccc(NC(=O)c2sc3nc4c(c(-c5ccco5)c3c2N)CCC4)cc1
  -29% | 3 | 14 | -13%
- O=C(O)CC1CCC(=C(Cl)Cl)C1 (stereo not drawn)
  -6% | 4 | -23 | -5%
- O=C(N/N=C\c1ccc(CN(Cc2ccc(Cl)cc2)S(=O)(=O)c2ccccc2)o1)C(=O)Nc1ccc(F)cc1
  -5% | -3 | 34 | ?
- CCOC(=O)NC(=O)CSc1nc(-c2ccc(C)c(C)c2)cn1-c1ccccc1
  -9% | · | -25 | ·
- CC1(C)CC(=O)N(CC(=O)NCc2ccccc2)c2ccccc2S1(=O)=O
  -2% | -1 | -18 | -4%
- C=CCSc1nc(Cc2ccc(Cl)cc2)nc2ccccc12
  -2% | 12 | -12 | 4%
- O=C1c2ccccc2C(=O)N1CCSc1nncs1
  -7% | ? | -25 | -4%
- Cc1nc2c(-c3ccccc3)c(C)nn2c(C)c1CC(=O)O
  2% | 3 | ? | -5%
- COc1ccc(CCC(=O)NCCc2cn3c(C)csc3n2)cc1
  -2% | -8 | 8 | 2%
- CCOC(=O)C1CCC(CN(Cc2ccccc2)S(=O)(=O)c2ccc([N+](=O)[O-])cc2)CC1 (stereo not drawn)
  1% | 6 | -27 | ·
- CC1CCN(C(=S)NC2CC3CCC2C3)CC1 (stereo not drawn)
  -1% | · | 15 | ·
- COc1ccc(CCNC(=O)C2CCN(S(C)(=O)=O)CC2)cc1OC
  -1% | -5[1.84 µM] | -10 | 6%[11.4 µM]
- COc1ccc2c(c1)[nH]c1c(=O)n(CCc3cnc[nH]3)cnc12
  -12% | 12 | 30 | 3%
- N#CC(=C1CCCC1)c1nc(-c2ccc(Cl)cc2)cs1
  -11% | 4 | ? | -23%
- O=C(CSc1nnc(C2CC2)n1-c1ccccc1)NCCc1ccccc1
  3% | -1 | 4 | -3%
- CC(=O)c1ccc(OCCCN2CCCCC2)cc1
  10% | 16 | 30 | -2%
- O=C(NCCN1CCOCC1)c1ccc2c(c1)ncn2C1CCCC1
  -1% | · | 27 | ·
- Cc1cc(SCC(=O)OCC(=O)NC(C)c2ccccc2)c(C)cc1Br (stereo not drawn)
  -2% | · | 22 | ·
- CC(C)(C)NC(=O)C(c1ccccc1)N(C(=O)C1CSC(=O)C1)c1ccccc1 (stereo not drawn)
  2% | -8 | 26 | 0%
- O=C(O)C(=O)/C(=C\c1cccc2ccccc12)c1ccc2ccccc2n1
  4% | -1 | 20 | 2%
- Cc1ccc(C(=O)N2CCOCC2)cc1Cl
  -1% | 2 | 24 | 1%
- Cc1ccc(/C=N/NC(=O)c2csc3c2CCCC3)cc1
  -13% | 1 | ? | -5%
- CCCCn1c(N)c(C(=S)NC(=O)CC(C)C)c(=O)n(C)c1=O
  -9% | · | 31 | ·
- CSc1ccc(OC2CCCCC2NS(=O)(=O)c2ccc(Cl)cc2)cc1 (stereo not drawn)
  -7% | · | 3 | ·
- COc1ccc(-c2nnc(SCC(=O)NC(=O)NCc3ccccc3)o2)cc1
  -8% | 6 | 37 | -7%
- CCCC(O)(CCC)C(=O)NN(C(=O)CCl)c1ccccc1
  1% | 3 | ? | ·

Complete entries, quoted from the list.
COc1ccc(CCC(=O)NCCc2cn3c(C)csc3n2)cc1 across the screens: ALOX12 inhib = -2%; IMPase cell inh = -8; PNC inhibitor = 8; 15-hLO-2 inh = 2%
CC(=O)c1ccc(OCCCN2CCCCC2)cc1 across the screens: ALOX12 inhib = 10%; IMPase cell inh = 16; PNC inhibitor = 30; 15-hLO-2 inh = -2%
COc1ccc(CCNC(=O)C2CCN(S(C)(=O)=O)CC2)cc1OC across the screens: ALOX12 inhib = -1%; IMPase cell inh = -5[1.84 µM]; PNC inhibitor = -10; 15-hLO-2 inh = 6%[11.4 µM]

Later entries.
Screens in order: ALOX12 inhib | IMPase cell inh | PNC inhibitor | 15-hLO-2 inh
- COC(=O)c1[nH]c2ccc(C)cc2c1NC(=O)Oc1ccccc1
  -5% | -2 | 11 | -1%
- Cc1nc(C(=O)Nc2ccc(Cl)cc2)nn1-c1ccc([N+](=O)[O-])cc1
  -5% | 1 | 16 | 9%
- COc1cc(C)nc(Nc2nc(C)c(C(C)=O)s2)n1
  0% | 5 | 17 | -3%
- CC1(C)CC(CCN(Cc2ccccc2)C(=O)c2ccco2)(c2ccccc2)CCO1 (stereo not drawn)
  -10% | 8 | -11 | ·
- CC(C)(C)NC(=O)NC(=O)CSc1nnc(COc2ccccc2Cl)o1
  -3% | -4 | 22 | -12%
- Cc1nnc(Nc2ccc3c(c2)ncn3C)c2ccccc12
  -2% | 6 | ? | 16%
- O=C(CSc1nnc(CNC(=O)c2ccccc2F)o1)c1ccc(Cl)cc1
  -10% | 9 | ? | -17%
- CS(=O)(=O)c1nncn1-c1ccccc1
  -1% | -1 | 27 | ·
- N#C/C(=C/Nc1ccccc1)c1ccsc1
  ? | 4 | 13 | -22%
- Cc1noc(C)c1C(=O)N1CCC2(CC1)CCN(c1ccncc1)CC2
  2% | · | · | 7%
- Cn1c(NC(=O)C2CCCO2)cc(=O)n(C)c1=O (stereo not drawn)
  0% | -3 | ? | 0%
- O=C(c1ccc(F)cc1)c1c[nH]c(C(=O)NCCCN2CCOCC2)c1
  -1% | 0 | 22 | 3%
- CCOC(=O)CNC(=O)CSc1nc2cccnc2n1C
  -1% | -10 | -21 | 3%
- CCc1ccc(-c2nn[nH]n2)cc1
  -3% | 4 | 0 | -10%
- COc1ccc(OC)c2[nH]c(=O)c(CCNC(=O)c3ccc(Br)o3)cc12
  1% | 5 | ? | 1%
- NNC(=O)c1nn(-c2ccc(Cl)cc2)ccc1=O
  -1% | -5 | -9 | 2%
- CCOc1ccc(-n2c(=S)sc3c(=O)[nH]c(SCC(=O)NC(C)CC)nc32)cc1 (stereo not drawn)
  -4% | -4 | -83* | -9%
- Cc1nn(Cc2ccccc2)c(Cl)c1C(=O)NCc1ccc(C)n1C
  -4% | 3 | 3 | -3%
- O=C1N=C2SCCN2/C1=C\c1ccc(Cl)cc1
  -24% | 2 | 5 | -5%
- O=C(CNC(=O)c1ccc(Cl)cc1)NCCCn1ccnc1
  -8% | -2 | ? | 37%[activator]
- c1ccc(-c2nnc(-c3ccco3)n2-c2ccccc2)cc1
  3% | 4 | -19 | ·
- COc1ccc(CCN(C(=O)c2ccc(F)cc2)C2=CC3CCC(C2)N3C)cc1OC (stereo not drawn)
  3% | 2 | 10 | -4%
- CSCCC(NS(=O)(=O)c1ccc(Cl)cc1)C(=O)OCC(=O)NC12CC3CC(CC(C3)C1)C2 (stereo not drawn)
  -8% | 6 | ? | -13%
- O=C(CNc1ccc2ccccc2c1)N/N=C/C=C/c1cccc([N+](=O)[O-])c1
  0% | 0 | ? | ·
- COc1ccc(CCNC(=O)Cc2ccc3c(c2)OCO3)cc1OC
  0% | · | 4 | ·
- COc1ccc(OCC(O)CNc2ccc(Br)cc2)cc1 (stereo not drawn)
  -21% | 12 | -17 | 7%
- COc1cccc(NS(=O)(=O)c2ccc3[nH]cc(C(=O)NCCCOC(C)C)c(=O)c3c2)c1
  -20% | 2 | ? | -14%
- COc1ccc(COC(=O)c2ccc(N3CCCC3=O)cc2)cc1F
  -3% | -5 | -23 | 1%
- COC(=O)/C(=C1\Oc2ccc(C(C)(C)C)cc2S1)C(F)(F)F
  -2% | · | ? | ·
- COc1cccc(NC(=O)CSc2nc3ccccc3c3nc4ccccc4n23)c1
  -1% | · | ? | ·
- N=c1sccn1CC(=O)Nc1ccc(Cl)c(S(=O)(=O)N2CCOCC2)c1
  -7% | 9 | 13 | 23%
- Cc1cc(C)cc(N2C(=O)c3nccnc3C2=O)c1
  1% | · | ? | ·
- C#CCN1C(=O)C(O)(CC(=O)c2ccc3c(c2)OCCO3)c2ccccc21 (stereo not drawn)
  1% | 7 | 21 | 3%
- O=C(N1CCN(c2ccccc2)CC1)C(F)(F)C(F)F
  3% | 13 | -7 | 0%
- COC(=O)c1sc(N)c(C(=O)OC)c1CSc1nc2sc3c(c2c(=O)n1C)CCC3
  -4% | -9 | 54 | ·
- CC(C)n1c(SCc2ccccc2F)nc2c1c(=O)n(C)c(=O)n2C
  -7% | 5 | 18 | 3%
- CC12CCC(C(=O)Nc3cc(Cl)ccc3Cl)(C/C1=N\O)C2(C)C (stereo not drawn)
  10% | 2 | 19 | ·
- Cc1csc(NC(=O)C2CCCC2)n1
  5% | -3 | ? | 1%
- O=C(Cc1coc2ccc3ccccc3c12)NCc1cccs1
  -6% | -9 | 8 | ·
- CC(=O)c1ccc(NC(=O)C(C)OC(=O)c2ccc(NS(=O)(=O)c3ccc(F)c(F)c3)cc2)cc1 (stereo not drawn)
  -8% | · | -100* | ·
- N=c1n(CCO)c2ccccc2n1Cc1ccc(Cl)cc1
  10% | 12 | 11 | 37%[activator]
- Cc1ccc2nc(Nc3nc(CSc4nc5ccccc5s4)cc(=O)[nH]3)nc(C)c2c1
  -2% | · | ? | ·
- Fc1ccc(/C=C2\CCCC3=C2NC(=S)NC3c2ccc(F)cc2)cc1 (stereo not drawn)
  ? | · | 31 | ·
- CCCCNCc1cc(Br)c(OCC(=O)N2CCOCC2)c(OC)c1
  1% | 3 | 67 | -3%
- Cc1cc(Oc2nc3c(C)cccn3c(=O)c2/C=C(\C#N)S(=O)(=O)c2ccccc2)ccc1Cl
  -1% | -6 | -3 | ·
- CN1CCN(C(c2ccccc2)c2nnnn2Cc2ccccc2)CC1 (stereo not drawn)
  6% | 8 | 11 | ·
- Cc1ccc(S(=O)(=O)NCC(=O)OC(C(=O)c2ccccc2)c2ccccc2)cc1 (stereo not drawn)
  -8% | 2 | -2 | 1%
- CC(=O)NCCC(=O)Nc1nc(C)c(Cc2ccc3c(c2)OCO3)s1
  -3% | · | 32 | ·
- CC(=O)c1ccc(OCC(O)CN2CC(C)OC(C)C2)cc1 (stereo not drawn)
  0% | 6 | 7 | 13%
